Screening data (PubChem BioAssay)
OXTR agonist = human OXTR agonism; CHO-OTR cells, Fluo-8 calcium fluorescence; normalized: DMSO 0%, oxytocin 100%; P30559; activation, % at 3 µM; AID 2435; hit rate 0.32% among 320,000;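 active means activation above the mean of all tested compounds plus 3 SD, cutoff set per screening run, cut at about 20% in these data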;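 further: peak over basal fluorescence ratio from a 100 s FLIPR kinetic read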
Target sequence (P30559 whole entry, looked up): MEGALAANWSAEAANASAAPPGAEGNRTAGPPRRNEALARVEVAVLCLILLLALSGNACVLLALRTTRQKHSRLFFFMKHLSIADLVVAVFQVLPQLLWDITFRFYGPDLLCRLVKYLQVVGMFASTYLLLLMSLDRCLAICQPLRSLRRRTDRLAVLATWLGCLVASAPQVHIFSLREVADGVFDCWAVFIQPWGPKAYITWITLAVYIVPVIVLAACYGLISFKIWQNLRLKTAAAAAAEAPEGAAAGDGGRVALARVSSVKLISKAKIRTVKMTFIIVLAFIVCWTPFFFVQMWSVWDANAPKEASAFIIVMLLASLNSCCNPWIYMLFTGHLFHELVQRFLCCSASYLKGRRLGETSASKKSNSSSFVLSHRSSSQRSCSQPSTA
V1aR counter = activates human V1a receptor in oxytocin agonist counter-screen | CHO-V1R cells, Fluo-8 calcium fluorescence, agonist mode; 0% DMSO, 100% 3 nM vasopressin | P37288 | activation, % at 3 µM | hit rate 0.25% among 320,000;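 active means activation above the mean activation of all tested compounds plus 3 SD, per screening run, cut at about 20% in these data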;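 further: signal is peak over basal fluorescence ratio across a 100 second FLIPR read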
GPR7 antag = blocks human GPR7 receptor signaling; GPR7-expressing cells, fluorescence antagonist assay; inhibition, % at 4.4 µM; hit rate 1.1% among 290,000; AID 1861; in the data active means inhibition above about 16%, passing the limit was not always enough;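 further: cells stimulated with the agonist NPW; 0% = agonist with vehicle and 100% = vehicle without agonist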
Target sequence (P48145 whole entry, looked up): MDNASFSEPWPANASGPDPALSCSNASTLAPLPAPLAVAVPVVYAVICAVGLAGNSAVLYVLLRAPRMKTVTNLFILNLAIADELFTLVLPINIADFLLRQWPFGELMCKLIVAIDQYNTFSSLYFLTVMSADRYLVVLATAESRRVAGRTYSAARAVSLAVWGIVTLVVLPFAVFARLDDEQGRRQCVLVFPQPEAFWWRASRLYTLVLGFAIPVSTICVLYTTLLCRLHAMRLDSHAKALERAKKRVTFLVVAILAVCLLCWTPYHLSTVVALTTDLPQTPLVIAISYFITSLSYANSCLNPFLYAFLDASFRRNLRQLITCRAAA
VIM-2 inhibitor = inhibitors of Pseudomonas aeruginosa VIM-2 metallo-beta-lactamase; purified VIM-2, nitrocefin hydrolysis, epi-absorbance fluorescence; inhibition, % at 5.6 µM; hit rate 0.89% among 290,000;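 active means inhibition above the mean of all tested compounds plus 3 SD, cutoff set per screening run, cut at about 7.5% in these data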;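 further: red hydrolysis product quenches plate fluorescence so inhibitors raise well fluorescence; 0% = enzyme with DMSO and 100% = DMSO without enzyme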
IMP-1 inh = inhibitors of Pseudomonas aeruginosa IMP-1 metallo-beta-lactamase; purified IMP-1, nitrocefin hydrolysis, epi-absorbance fluorescence; inhibition, % at 5.6 µM; hit rate 0.45% among 290,000;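 active means inhibition above the mean plus 3 SD of all compounds in the same screening run, cut at about 4.5% in these data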;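 further: 0% = IMP-1 with DMSO and 100% = DMSO wells lacking enzyme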
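system = purified recombinant IMP-1 beta-lactamase | amount = 0.2 nM IMP-1, as dispensed | medium = HEPES buffer pH 7.1 with ZnSO4 and Brij 35 | times = 25 °C, 15 min preincubation, 25 min reaction | detection = plate fluorescence quenching by hydrolysis product, ex 480/em 530 nm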
HCV NS3 hel inh = HCV NS3 helicase inhibition. NS3 helicase DNA unwinding, Cy5 molecular beacon fluorescence. inhibition, % at 10.9 µM. hit rate 0.56% among 290,000;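 active means inhibition above the mean of all tested compounds plus 3 SD, set per campaign, cut at about 35% in these data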;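 further: 0% = DMSO wells and 100% = thioflavine S control wells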
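Control set: DMSO versus 110 µM thioflavine S; Material: NS3 helicase fragment of HCV; Measured by: Cy5 fluorescence at 0 and 60 min, beacon hairpin quenching; Read-out basis: percent inhibition from t60/t0 fluorescence ratio; Times: reaction time 60 min, 25 °C; Repeats: single replicate; Compound dosing: single dose, 10.9 µM nominal final, DMSO 0.8% final.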
FID counter = counter-screen for HCV NS3 helicase inhibitors: DNA intercalator displacement; DNA fluorescent intercalator displacement, fluorescence; inhibition, % at 7.9 µM; hit rate 0.17% among 290,000; in the data active means inhibition above about 37%;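 further: 0% = vehicle and 100% = reference compound; higher means more ethidium bromide displaced from hairpin DNA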
GalR3 antag = antagonists of human GalR3; O60755; HEK293 GalR3-CNG cAMP membrane potential fluorescence; galR3 body fused to GalR1 C-terminus; inhibition, % at 3 µM; hit rate 0.44% among 360,000; AID 651719;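 active means inhibition above the screen-wide average plus 3 SD, cut at about 13% in these data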;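 further: forskolin and galanin both at EC90 stimulate the cells; cAMP rise reported by CNG channel membrane potential dye signal; 0% = forskolin plus galanin with DMSO and 100% = forskolin alone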
PHOSPHO1 block = inhibitors of human PHOSPHO1 phosphatase | Q8TCT1 | recombinant PHOSPHO1, absorbance phosphatase assay | inhibition, % at 13.3 µM | hit rate 1.1% among 290,000; in the data active means inhibition above about 60%
Target sequence (Q8TCT1 whole entry, looked up): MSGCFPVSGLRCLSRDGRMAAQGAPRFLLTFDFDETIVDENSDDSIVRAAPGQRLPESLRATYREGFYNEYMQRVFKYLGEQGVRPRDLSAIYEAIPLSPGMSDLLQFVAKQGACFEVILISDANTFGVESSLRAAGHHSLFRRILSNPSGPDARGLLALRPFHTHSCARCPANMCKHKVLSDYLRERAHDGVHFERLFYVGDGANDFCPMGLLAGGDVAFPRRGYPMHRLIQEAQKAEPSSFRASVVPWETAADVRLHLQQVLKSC
* = called active by the depositor; / = no result given. This is a random part of the collection; any-hit rate near 4.3%.

The line under a structure holds: OXTR agonist	V1aR counter	GPR7 antag	VIM-2 inhibitor	IMP-1 inh	HCV NS3 hel inh	FID counter	GalR3 antag	PHOSPHO1 block
O=C(O)C1CC=CCC1C(=O)Nc1ccc2c(c1)OCCO2 (stereo not given)
    0.4	0.2	-6	0.6	1.0	2	9	-2	20
COc1ccc(CCNCC(=O)Nc2ccc(C(=O)N3CCCCC3)cc2)cc1
    2.4	3.6	9	-2.8	-1.1	-15	4	-9	19
O=C(CCCOc1ccc(Cl)cc1)N1CCCCCC1
    -1.9	0.1	0	-1.3	-2.7	-1	-27	1	-18
NC1=NC(=Nc2ccccc2)c2ccccc21
    -0.4	0.4	1	-1.6	-0.5	9	-1	-2	-34
Cc1cc(C)nc(SC/C=C/c2ccccc2)n1
    -1.7	0.1	-2	2.6	2.8	4	-22	-9	3
Cc1cc(N2C(=O)C3C4C=CC(C4)C3C2=O)ccc1NC(=O)c1cccs1 (stereo not given)
    0.5	-0.2	-2	-3.3	-2.5	2	1	-5	-9
COc1nc(NCCC2=CCCCC2)nc(OC)n1
    -2.3	-1.3	-6	-3.8	-0.6	-4	-12	-3	-18
S=c1[nH]nc(-c2ccncc2)n1Cc1ccccc1
    0.2	-0.1	0	4.9	-2.3	3	-2	-4	88*
CC(C)NC(=O)C1CCN(S(=O)(=O)c2ccc(N3CCCC3=O)cc2)CC1
    0.2	0.6	-9	-3.8	-2.0	7	-6	-6	48
CNC(=S)N(Cc1cc2cc(C)ccc2n2nnnc12)CC(C)(C)CN(C)C
    /	/	-13	2.1	0.0	1	3	-2	8
O=C(/C=C/c1ccco1)Nc1ccccc1N1CCOCC1
    0.2	0.7	-1	0.2	1.1	12	-12	-5	-4
COC(=O)c1c(/N=C/N(C)C)sc2c1CCN(c1ncc(C(F)(F)F)cc1Cl)C2
    -2.4	-1.9	-2	-1.0	5.0*	2	-3	-4	18
COc1ccc(CCNC(=O)/C=C/c2ccc(OC)c(S(=O)(=O)N3CCOCC3)c2)cc1
    0.3	2.1	-10	-0.3	-0.4	10	-30	1	14
Cc1sc2nc(CN3CCCCC3)nc(Nc3ccc4c(c3)OCCO4)c2c1C
    -0.4	0.5	0	0.8	-2.6	6	-2	-3	37
Cc1nc2sc(-c3ccccc3)nn2c(=O)c1Br
    0.4	0.1	-10	-4.2	-5.4	2	-9	-4	-5
CC(=O)Nc1cccc(Oc2ccc([N+](=O)[O-])cc2Cl)c1
    -0.2	1.5	-10	-2.1	-1.0	5	6	2	4
CC(C)CN=c1cc(-c2ccccc2)oc2ccc(Cl)cc12
    -1.7	0.0	15	5.4	-0.2	-14	17	-6	50
CC1CCN(S(=O)(=O)c2ccc(Oc3ccc([N+](=O)[O-])cc3)cc2)CC1
    2.1	2.0	-2	-4.3	-2.3	-5	3	-2	-16
O=C(Cn1cnc2ccccc2c1=O)N1CCOCC1
    0.5	1.1	-8	-0.6	-0.5	-1	5	2	6
COc1cccc(Nc2nc(N)nc(CCl)n2)c1
    -1.8	0.0	-1	-0.2	-2.6	-5	-1	-5	33
CCCn1c(SCC(=O)Nc2nccs2)nnc1-c1cccnc1
    -0.9	-0.9	-2	-2.3	-4.8	14	-19	-3	1
Cn1ccnc1SCC(=O)Nc1sccc1C#N
    -0.2	0.2	-2	-4.1	-2.0	9	-7	-5	22
O=C(NC1CCS(=O)(=O)C1)c1ccc(-c2ccc(Br)cc2)o1 (stereo not given)
    3.5	4.3	-10	-2.9	-3.2	1	-18	-12	-9
O=C(C[n+]1cc(-c2ccccc2)n2c1CCCCC2)c1ccc(Br)cc1
    0.8	-0.1	22	-2.3	-1.2	-43	42*	5	29
Cc1c(Cc2ccccc2)c(NCCCO)n2c(nc3ccccc32)c1C#N
    -2.5	-0.1	3	2.0	-2.4	-11	-30	-4	24
CSc1ccccc1C(=O)Nc1nc2ccccc2c(=O)[nH]1
    1.2	0.9	-12	-1.2	-2.9	-9	-3	-1	40
CCCc1c(C(=O)O)cnn1-c1ccc(Cl)cc1
    1.1	0.7	-3	-2.7	-4.2	6	-2	-6	20
Cc1cc(NC(=O)CN2CCCCCCC2)no1
    0.7	-0.1	-11	1.3	1.3	-6	2	-4	9
Cc1ccc(CNS(=O)(=O)NCc2ccccc2F)cc1
    -1.7	-1.3	-10	-0.6	-1.9	-3	-6	-1	4
O=C(OCC(=O)N1CCCC1=O)C1CCN(S(=O)(=O)c2c(Cl)cccc2Cl)CC1
    0.7	1.3	2	-0.5	-0.5	-10	-31	-1	37
Nc1sc2c([n+]1CCCS(=O)(=O)[O-])CCCC2
    1.2	0.5	-1	-3.0	-2.8	-3	9	-1	27
CN(Cc1ccccc1)C1CC(=O)N(c2ccc(C(=O)O)cc2)C1=O (stereo not given)
    0.3	0.2	-14	-1.8	-2.7	0	-1	-4	-4
Cc1ccccc1S(=O)(=O)Cc1ccc(C(=O)NCCCN2CCCC(C)C2)o1 (stereo not given)
    0.2	0.2	6	1.6	-0.4	-1	20	-7	29
CCCCOc1ccccc1C(=O)NCCCCCC(=O)O
    1.1	0.3	-7	-5.4	-2.7	-7	-14	-3	-19
COc1ccc(C2NC(=O)N(C)C(C)=C2[N+](=O)[O-])cc1 (stereo not given)
    0.2	1.0	-10	-1.4	-4.2	22	-6	-4	14
O=C(CN(C(=O)CCC(=O)Nc1nccs1)c1cccc(F)c1)NCC1CCCO1 (stereo not given)
    0.9	0.4	-5	0.9	-2.9	-2	-20	1	-4
COc1ccc(C2C(C(=O)C(C)(C)C)=C(O)C(=O)N2Cc2ccccc2)cc1 (stereo not given)
    -1.0	-1.5	3	-3.9	-1.0	28	-18	6	0
O=[N+]([O-])c1ccc(Cl)c(S(=O)(=O)NCC2CCCO2)c1 (stereo not given)
    1.2	0.0	2	-6.0	-4.8	8	0	8	-12
Cc1ccccc1Cn1c(C)cc(C)c(C#N)c1=O
    -1.3	-0.7	-10	-1.6	4.5*	-13	0	1	28
O=C(Nc1ccc(Cl)cc1)OCc1ccccn1
    9.8	9.2	3	-1.5	-2.6	0	-1	-5	-26
COCC(=O)Nc1ccc(N2CCN(c3ccccc3)CC2)c(F)c1
    5.7	7.5	-5	-1.7	-2.3	11	-32	-10	38
CC(=O)N1c2ccc(S(=O)(=O)NCCC(=O)Nc3ccc(C)cn3)cc2CC1C (stereo not given)
    0.3	-0.4	-17	0.5	-4.0	1	-18	-7	34
CC(NC(=O)Cn1c(=O)oc2cc(S(=O)(=O)N3CCCC3)ccc21)c1ccccc1 (stereo not given)
    1.6	4.1	-6	-2.2	-3.6	-6	-10	3	15
Cc1cc(C(F)(F)F)nn1CC(=O)Nc1ccc2c(c1)OCO2
    -0.3	0.4	-13	0.1	-2.1	3	0	-1	23
COc1ccc(C(=O)Nc2cnc3sc(C)nn3c2=O)cc1
    1.1	-0.8	-2	-2.0	-0.4	-16	3	-4	-19
CCOc1ccccc1C(=O)Nc1ccc(S(=O)(=O)Nc2cc(OC)nc(OC)n2)cc1
    -0.5	-0.2	-6	-1.9	-2.2	-3	-57	-2	27
CC(C)(C)OC(=O)N1CCCN(C(=O)Nc2ccccc2)CC1
    -1.2	0.3	-16	-1.7	-1.9	-7	-3	0	33
Cc1ccc(C(=O)n2nc(C#N)c(C#N)c2N)cc1
    0.7	0.7	-6	-2.8	-4.1	25	-6	0	23
COc1ccc(C(=O)NCCc2nnc3ccc(SCC(=O)NCc4ccc(F)cc4)nn23)cc1
    -0.1	0.1	-22	-1.5	-1.0	-12	-35	4	35
CCN1C(=S)N[C@@H](CCc2ccccc2)C(C(=O)OC)=C1C
    -1.8	-1.8	-3	-2.0	-5.0	9	-15	3	-2
CCC1(c2ccccc2)NC(=O)N(CC(=O)NCc2ccc(OC)cc2)C1=O (stereo not given)
    0.7	0.8	-4	-3.9	-2.7	7	-17	-9	24
C=CCN(c1nc(C)cc(OC)n1)S(=O)(=O)c1ccc(C)cc1
    -2.1	-1.5	-19	1.4	3.2	-7	-27	-4	39
NS(=O)(=O)c1ccc(CCNC(=O)CSc2nc3ccsc3c(=O)n2CC(=O)O)cc1
    0.0	-0.5	-10	-3.1	-2.2	-7	-5	1	-6
CCOC(=O)C1(CCOc2ccccc2)CCN(Cc2ccc(CO)o2)CC1
    1.5	2.4	-2	0.5	-2.2	-11	2	-5	16
O=C(NCCCN=C1NS(=O)(=O)c2ccccc21)c1ccco1
    -0.3	0.8	-11	-4.5	-0.6	-1	2	1	-11
COC(=O)C(CC(=O)c1cccc(OC)c1)c1ccc(F)cc1 (stereo not given)
    -0.8	-1.2	-7	-2.9	-3.1	-3	-10	-5	-20
c1ccc(Cn2c(SCc3cn4cccnc4n3)nnc2-c2ccco2)cc1
    0.3	-0.1	-7	-1.4	-4.4	0	-9	-4	42
NC(=O)N/N=C/c1c(O)ccc2oc3c(c12)CCCC3
    0.2	-1.4	-2	3.3	0.0	-2	-4	-3	8
Cc1cc(C(=O)N/N=C/c2cc(Br)ccc2OC(=O)c2ccc(Br)cc2)n[nH]1
    -0.5	0.2	-10	-2.4	-3.3	1	-4	/	-37
COc1ccccc1/C=N/Nc1nncc2ccccc12
    -2.0	-1.6	-5	-2.2	-2.2	-8	2	0	-10

2 entries from above, as a markdown table.
| Compound | OXTR agonist | V1aR counter | GPR7 antag | VIM-2 inhibitor | IMP-1 inh | HCV NS3 hel inh | FID counter | GalR3 antag | PHOSPHO1 block |
| --- | --- | --- | --- | --- | --- | --- | --- | --- | --- |
| CCN1C(=S)N[C@@H](CCc2ccccc2)C(C(=O)OC)=C1C | -1.8 | -1.8 | -3 | -2.0 | -5.0 | 9 | -15 | 3 | -2 |
| CCC1(c2ccccc2)NC(=O)N(CC(=O)NCc2ccc(OC)cc2)C1=O (stereo not given) | 0.7 | 0.8 | -4 | -3.9 | -2.7 | 7 | -17 | -9 | 24 |

Carrying on.
The line under a structure holds: OXTR agonist	V1aR counter	GPR7 antag	VIM-2 inhibitor	IMP-1 inh	HCV NS3 hel inh	FID counter	GalR3 antag	PHOSPHO1 block
Cc1ccc(S(=O)(=O)Oc2ccc(/C=N/NC(=O)c3nn(C)cc3Cl)cc2)cc1
    5.7	3.8	-12	-0.6	-2.4	0	-2	-2	-21
Cc1ccc(S(C)(=O)=NC(=O)NC(=O)c2c(F)cccc2Cl)cc1 (stereo not given)
    0.7	-0.1	5	-2.5	-2.1	2	-2	14*	32
CCOC(=O)C1CCN(S(=O)(=O)C(F)(F)c2nc3ccccc3s2)CC1
    -0.1	2.9	2	-1.2	-2.9	-3	-19	0	14
Cc1ccc(Nc2nc(/N=C/NO)n[nH]2)cc1C
    0.7	0.5	-15	-3.5	-3.4	10	-2	-3	65*
O=C(CCSCCc1ccccn1)Nc1c(F)c(F)c(F)c(F)c1F
    -1.2	1.2	-4	-2.0	-1.7	0	-4	2	-24
CCOC(=O)Cn1cnc2c(C#N)c3n(c2c1=O)CCCCC3
    0.8	0.2	-7	-1.4	-2.7	3	-6	-3	-6
CCOC(=O)C1CCN(C(=O)CN(Cc2ccccc2)S(C)(=O)=O)CC1
    -0.4	0.0	-13	0.1	-3.2	14	-17	0	-20
